Assay outcomes: PubChem, several laboratories
PfHsp90 set2 – inhibits growth of yeast expressing Plasmodium falciparum Hsp90. S. cerevisiae expressing PfHsp90, BacTiter-Glo ATP, 48 h; yeast lacking PDR1 and PDR3 efflux regulators. inhibition, % at 9.4 µM. hit rate 0.32% among 310,000. AID 504621;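 active = every replicate shows inhibition above about 80%, whatever the replicate mean, limit read from the data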;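 note: 0% = DMSO neutral controls and 100% = 20 µM radicicol positive controls; yeast relying on Plasmodium falciparum Hsp90 in place of its own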
phage Ecoli inh – E. coli growth loss with phage present; growth absorbance; inhibition, % at 11.9 µM; hit rate 0.26% among 360,000; AID 651602; in the data active = inhibition above about 11%
Ecoli viability – bacterial growth inhibition, counter-screen for AddAB inhibitors. E. coli V3065 growth, OD600 absorbance, 18 h. hit rate 0.27% among 330,000. inhibition, % at 11.9 µM;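 active = inhibition above the campaign's mean inhibition across all tested compounds plus 3 SD, cut at about 9.9% in these data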;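 note: uninfected addAB+ strain grown without phage in ampicillin broth; 0% = DMSO wells and 100% = ciprofloxacin 0.95 µg/ml wells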
SUMO Mot1 rescue – inhibitors of SUMOylation pathway: yeast Mot1-301 growth rescue. S. cerevisiae Mot1-301 growth rescue, ATP luminescence, 38.5C; percent above DMSO median, 100 means doubled. growth rescue, % at 18.8 µM. hit rate 1% among 320,000;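 active = every valid replicate shows activation above 250% relative to neutral control wells; inactive = the rest, any valid replicate at or below 250%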;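 note: OY570 slx delta 5 strain wells were the positive control but not used for scaling; some compounds called inactive have numbers as strong as hits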
Pemphigus Ab inh – inhibitors of pemphigus antibody binding to human desmoglein-3; DSG3-coupled beads, scFv-anti-DSG3-GFP binding, flow cytometry; stronger effect = lower value; hit rate 0.48% among 310,000; P32926; binding (percent of control), % at 10 µM;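 active = binding more than 3 SD below its plate's average and above zero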; note: some compounds called inactive have numbers as strong as hits
Target sequence (P32926 whole entry, looked up): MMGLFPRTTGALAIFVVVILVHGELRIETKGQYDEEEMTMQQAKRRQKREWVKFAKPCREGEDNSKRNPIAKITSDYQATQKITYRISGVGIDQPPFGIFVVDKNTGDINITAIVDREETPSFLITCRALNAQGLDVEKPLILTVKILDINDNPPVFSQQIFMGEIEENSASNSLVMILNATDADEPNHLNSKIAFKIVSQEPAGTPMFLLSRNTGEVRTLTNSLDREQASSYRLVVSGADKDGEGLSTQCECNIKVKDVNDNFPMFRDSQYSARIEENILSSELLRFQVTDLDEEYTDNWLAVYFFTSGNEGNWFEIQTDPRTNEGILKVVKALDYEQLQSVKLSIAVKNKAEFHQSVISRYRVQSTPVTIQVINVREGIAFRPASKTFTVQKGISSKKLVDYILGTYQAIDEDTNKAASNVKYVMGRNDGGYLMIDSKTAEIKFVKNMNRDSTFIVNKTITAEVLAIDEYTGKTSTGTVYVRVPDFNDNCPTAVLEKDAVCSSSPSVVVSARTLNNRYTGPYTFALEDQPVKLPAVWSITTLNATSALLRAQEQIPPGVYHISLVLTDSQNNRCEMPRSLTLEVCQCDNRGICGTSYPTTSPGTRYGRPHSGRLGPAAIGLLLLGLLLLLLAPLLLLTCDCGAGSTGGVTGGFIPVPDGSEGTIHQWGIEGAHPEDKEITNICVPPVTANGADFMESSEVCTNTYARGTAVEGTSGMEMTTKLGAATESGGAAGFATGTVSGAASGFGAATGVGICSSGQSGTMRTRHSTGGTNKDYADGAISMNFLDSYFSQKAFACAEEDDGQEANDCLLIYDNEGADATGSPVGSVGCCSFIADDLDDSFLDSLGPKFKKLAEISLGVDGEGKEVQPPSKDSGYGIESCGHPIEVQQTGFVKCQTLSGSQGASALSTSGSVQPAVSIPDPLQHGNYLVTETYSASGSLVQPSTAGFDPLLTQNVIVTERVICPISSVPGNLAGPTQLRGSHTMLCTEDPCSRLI
HTR5A inv ag – inverse agonist of human HTR5A in OPRM1-OPRD1 counter-screen | HTR5A cell line, luminescence, inverse agonism | inhibition, % at 9.3 µM | hit rate 0.083% among 340,000 | AID 504634; in the data active = inhibition mostly above about 23%, no sharp cut-off; inactive = mostly below about 18%;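 note: 0% = cells with DMSO and 100% = no-cell wells with DMSO; some compounds called inactive have numbers as strong as hits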
MOR-DOR inv ag – inverse agonist of human OPRM1-OPRD1 heterodimerization. P35372+P41143. cell-based MOR-DOR heterodimer luminescence, inverse agonism. inhibition, % at 9.3 µM. hit rate 0.21% among 340,000; in the data active = inhibition above about 22%, passing the limit was not always enough;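 note: 0% = cells with DMSO and 100% = wells without cells with DMSO; values of inactives mirror those of a sister screen read the other way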
MOR-DOR ag – agonists of human mu-delta opioid receptor heterodimerization; AID 504326; activation, % at 9.3 µM; P35372+P41143; hit rate 0.3% among 340,000; cells, OPRM1-OPRD1 heterodimerization, luminescence; in the data active = activation above about 18%;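 note: 0% = vehicle-treated cells and 100% = reference agonist; values of inactives mirror those of a sister screen read the other way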
HTR5A ag – HTR5A agonism, opioid heterodimer counter-screen | P47898 | HTR5A agonist assay, luminescence, cell-based | activation, % at 9.3 µM | hit rate 0.61% among 340,000; in the data active = activation mostly above about 9.5%, no sharp cut-off; inactive = mostly below about 7.6%;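 note: 0% = cells with vehicle only and 100% = reference agonist; strong numbers were not always called active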
AddAB inh – less growth of phage-infected E. coli with AddAB | E. coli expressing H. pylori AddAB, absorbance growth | inhibition, % at 11.9 µM | hit rate 0.29% among 330,000; in the data active = inhibition above about 12%;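 note: 0% = vehicle wells of infected cells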
PKA-R1A activ – PKA-R1A complex activation; AID 504707; PKA-R1A dissociation, Cy5-IP20 fluorescence polarization; scaled: DMSO 0%, 113 µM cGMP 100%; hit rate 0.083% among 340,000; activation, % at 11.4 µM; P00514+P68181;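 active = percent activation above the mean of all tested compounds plus 3 SD, cut at about 19% in these data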;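 note: higher means more PKAc released from R1A so a rise in polarization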
* = called active by the depositor; / = not tested or not shown; + = active, no number.

Molecule,phage Ecoli inh,PKA-R1A activ,Ecoli viability,PfHsp90 set2,SUMO Mot1 rescue,MOR-DOR ag,MOR-DOR inv ag,Pemphigus Ab inh,HTR5A ag,HTR5A inv ag,AddAB inh
CCC(C)NC(=O)C1CCCN1S(=O)(=O)c1ccc(Cl)cc1 (configuration not stated),1.4,-6,0.1,21,7,-0.8,5,104,-3,7,0.5
C=C(C)C1CC=C(C)/C(=N/NC(=O)c2ccccc2[N+](=O)[O-])C1 (configuration not stated),2.5,-4,-2.4,1,-2,4.8,-24,108,0,-22,1.4
CSc1nc(-c2ccco2)cc(-c2ccccc2)c1C#N,2.1,-2,1.4,-28,2,-3.5,15,110,4,-12,3.0
COc1cccc(/C=N/Nc2ccc(S(=O)(=O)O)cc2)c1O,1.2,6,2.2,/,-8,-1.3,7,100,-1,2,1.9
CSCC[C@H](NC(=O)Nc1ccc(C)cc1C)C(=O)O,0.7,5,2.8,-22,-7,-1.1,6,104,-4,-15,2.7
CCn1cc(CN2CCC(C(=O)Nc3cccc(-c4cccc(Cl)c4)c3)CC2)cn1,0.3,-8,-2.0,9,2,-0.9,6,103,-3,-4,3.8
COc1cccc(NC(=O)N2CCC(NC(=O)C(Cc3ccccc3F)NC(C)=O)CC2)c1 (configuration not stated),-3.2,4,-0.1,0,11,-1.6,8,113,6,-28,0.3
COCCNC(=O)c1onc(CSc2nc3ccccc3[nH]2)c1C(=O)NCCOC,4.1,-8,0.3,15,3,-1.0,5,106,-4,11,2.4
CC1CC(NC(=O)/C(C#N)=C/c2ccc[nH]2)CC(C)(C)C1 (configuration not stated),-1.1,1,-2.1,-7,0,10.0,-50,/,6,-8,-2.1
CC1CCN(C(=O)COC(=O)c2ccc(F)c(S(=O)(=O)N3CCOCC3)c2)CC1,2.1,-2,2.1,4,-5,-0.8,4,122,1,-2,-1.0
CCc1cc2c(-c3ccccc3)cc(=O)oc2cc1OCC(C)=O,0.6,-5,-0.3,-26,-8,2.6,-13,119,2,-8,-0.4
COC(=O)c1cccc(NC(=O)CSCc2ccccc2)c1,-0.5,4,0.4,2,210,-0.8,3,92,5,-19,0.3

Molecule,phage Ecoli inh,PKA-R1A activ,Ecoli viability,PfHsp90 set2,SUMO Mot1 rescue,MOR-DOR ag,MOR-DOR inv ag,Pemphigus Ab inh,HTR5A ag,HTR5A inv ag,AddAB inh
Cc1cc(NC(=O)C2CCCCC2)ncc1NC(=O)c1ccccn1,3.1,-12,-0.4,-6,12,0.8,-4,103,-5,12,0.1
c1ccc(Cn2c(NCc3ccncc3)nc3ccccc32)cc1,2.2,1,1.0,-4,1,-2.4,13,103,3,11,-0.1
Cc1cc(Cl)ccc1NC(=S)NCc1ccc(S(N)(=O)=O)cc1,4.4,-4,-0.8,4,-5,1.4,-7,101,5,-13,2.3
O=c1[nH]c(C2CCCN(S(=O)(=O)c3cccc(F)c3)C2)nc2c1nnn2Cc1ccccc1 (configuration not stated),2.0,15,-1.6,7,0,0.0,0,108,-5,0,1.1
c1ccc(N/N=C(\Cc2ncc[nH]2)c2ccccc2)cc1,0.5,-10,0.2,14,11,-1.4,7,104,-4,-20,-0.2
CCc1nnc(NC(=O)CSc2nnc(COc3ccc(C)cc3)n2-c2ccccc2)s1,3.1,-12,-1.5,/,-13,0.2,-1,104,-1,-25,-0.4
CC(C)(C)NC(=O)C(=O)NCc1ccncc1,0.8,-1,-0.9,22,-2,0.7,-5,97,-1,3,2.5
O=C(Nc1ccc(OCC(F)(F)C(F)F)c(C(F)(F)F)c1)c1ccccc1O,5.4,-4,9.3,-5,-15,0.4,-2,/,5,-12,9.7
CN(C(=O)COC(=O)c1cc(S(=O)(=O)N2CCOCC2)ccc1Cl)C1CCS(=O)(=O)C1 (configuration not stated),1.2,-3,0.6,-23,-1,-1.4,9,102,6,-18,0.3
COC(CN(C)C(=O)c1cn(C)c2ccc(S(=O)(=O)N(C)C3CCCCC3)cc2c1=O)OC,2.7,-6,-2.5,-4,12,-2.1,11,108,-2,6,1.9
CC(C)C(=O)NC(=S)N1CCc2ccccc21,3.9,-14,-0.7,-24,-19,-3.2,17,102,1,-3,2.6
CCC(C)Sc1nc2c(cnn2-c2ccc(F)cc2)c(=O)[nH]1 (configuration not stated),3.2,-3,0.8,6,-5,-0.5,2,104,3,-11,1.6

Molecule,phage Ecoli inh,PKA-R1A activ,Ecoli viability,PfHsp90 set2,SUMO Mot1 rescue,MOR-DOR ag,MOR-DOR inv ag,Pemphigus Ab inh,HTR5A ag,HTR5A inv ag,AddAB inh
CCOc1ccc(-c2cc(C(=O)N/N=C(\C)c3cccnc3)c3ccccc3n2)cc1,2.8,-7,2.4,-7,46,0.6,-3,102,8,-6,0.2
CSc1ccc(/C=N/NC(=O)c2cccc(Cl)c2)cc1,2.0,-10,-0.8,10,32,2.9,-16,125,7,13,1.6
O=C(N[C@@H](c1ccccc1)[C@H](O)c1ccccc1)[C@@H]1CCCN1C(=O)OCc1ccccc1,3.7,-4,-2.2,-9,2,1.3,-7,104,2,-6,0.3
O=[N+]([O-])c1ccc(S(=O)(=O)NCCCc2ccccc2)cc1,1.9,/,-1.5,/,50,/,/,105,/,/,-3.1
Cc1nn(CC(=O)Nc2ccc(Cl)cn2)c(C)c1Br,3.2,-2,1.0,16,-6,1.0,-6,125,2,-11,4.9
Cc1ccc(C)c(OCc2cc(C(=O)N3CCc4sccc4C3)no2)c1,0.3,-1,1.6,2,-3,0.3,-2,104,0,-11,2.0
CC1CCC(NC(=O)COC(=O)c2n[nH]c(=O)c3ccccc23)CC1 (configuration not stated),0.9,6,0.3,/,12,-0.9,6,116,-4,10,2.7
Cc1cc(C(=O)CSc2nc3ccccc3o2)c(C)n1CC1CCCO1 (configuration not stated),2.2,-7,2.4,-3,145,-0.2,1,96,1,0,-1.8
Cc1cc(C)n(-c2nc3ccccc3c(=O)n2OCC(=O)N(C)C)n1,1.4,1,-2.4,6,-4,-1.3,7,108,0,0,-0.6
O=C(Nc1ccc(C(=O)N2CCCCC2)cc1)C1=CSCCO1,1.9,-4,2.1,22,-19,-2.4,12,113,1,-3,2.2
CCN(Cc1ccccc1)C(=O)C1CCN(C/C(C)=C/c2ccccc2)CC1,1.2,11,0.7,-10,211,1.3,-7,112,-3,11,3.6
Cc1nnc(NC(=O)C2CCCN(S(=O)(=O)c3ccccc3C(F)(F)F)C2)s1 (configuration not stated),-1.2,-8,3.5,-4,-2,0.6,-4,99,0,17,0.6

Molecule,phage Ecoli inh,PKA-R1A activ,Ecoli viability,PfHsp90 set2,SUMO Mot1 rescue,MOR-DOR ag,MOR-DOR inv ag,Pemphigus Ab inh,HTR5A ag,HTR5A inv ag,AddAB inh
CCOC(=O)c1ccc(Nc2cc3ccccc3c(=O)[nH]2)cc1,1.1,2,-1.1,12,5,4.2,-24,103,0,-6,0.2
O=C(Nc1ccccc1N1CCCC1)c1cc(Cl)ccc1Cl,3.4,-11,1.2,5,-6,0.7,-5,98,3,-9,1.5
CCC(=O)N1CCc2cc(S(=O)(=O)CCC(=O)N3CCN(c4ccc(Cl)cc4)CC3)ccc21,1.2,-12,-0.9,-6,-2,-1.9,9,99,1,1,2.3
CCCCn1c(SCC(=O)NC2CCCC2)nc2ccccc2c1=O,1.1,-1,0.2,/,14,-0.4,3,106,0,1,1.5
COCCNC(=O)C(c1ccccc1)N(Cc1cccs1)C(=O)Cn1nnc2ccccc21 (configuration not stated),1.3,-2,-2.2,17,-3,-1.9,11,102,1,5,-1.4
Cc1ccccc1NC(=S)NCCc1ccc(S(N)(=O)=O)cc1,-0.5,4,0.2,-10,4,-3.7,19,95,3,-13,4.1
COC(=O)c1sccc1NC(=S)N1C(C)CCCC1C (configuration not stated),0.2,7,1.5,14,-20,-2.5,13,97,1,-10,0.8
CCOc1ccc(N(CC(=O)Nc2ccc(OC)cc2)S(=O)(=O)c2c(C)noc2C)cc1,0.1,-2,-0.6,-3,5,-0.9,5,105,2,-6,3.3
CC(=O)c1ccc2noc(-c3ccc(F)cc3)c2c1,2.9,-5,-2.1,4,+,9.1,-46,98,8,-20,3.0
O=C(CSc1nnc(CNC(=O)c2cccs2)o1)NCCc1ccccc1,1.6,6,-1.7,-38,-6,0.1,0,97,5,12,0.7
Cc1cc(C(=O)COC(=O)c2nc3nccc(C)n3n2)c(C)n1CC1CCCO1 (configuration not stated),2.6,1,0.2,6,3,-0.6,3,105,4,-10,-0.2
Cc1cccc(NC(=O)c2cc3n(n2)C(C(F)(F)F)CC(C2CC2)N3)c1C (configuration not stated),1.2,-14,0.0,/,13,-2.5,15,97,2,-9,0.8

Molecule,phage Ecoli inh,PKA-R1A activ,Ecoli viability,PfHsp90 set2,SUMO Mot1 rescue,MOR-DOR ag,MOR-DOR inv ag,Pemphigus Ab inh,HTR5A ag,HTR5A inv ag,AddAB inh
COCc1cc(C)nc2sc(C(=O)Nc3ccc(C(=O)OC)cc3)c(N)c12,2.2,-1,0.7,-18,-9,0.1,0,113,0,-1,0.7
COC(=O)Cn1c(=NC(=O)c2cc(OC)cc(OC)c2)sc2cc(OC)ccc21,1.7,-14,0.7,-2,3,0.5,-2,104,5,-13,0.3
O=C(CSc1nncn1-c1ccccc1F)NC1CCCCC1,1.4,-3,-1.9,-5,-3,-1.6,6,97,2,-5,1.1
Cc1ccc(C(=O)Nc2ccccc2N2CCCC2)s1,1.5,8,0.5,-15,-14,2.2,-9,147,-1,28,1.9
Cc1cc(C)nc(SCC(=O)NC2CCCC2)n1,1.7,3,-3.3,/,5,-0.9,4,110,-2,5,0.2
